# Screens (PubChem)
# Tau fibril FP: inhibitors of human tau fibril formation; P10636; K18 P301L tau heparin fibrillization, Alexa594 FP, 6 h; Potency, µM (top dose mostly 57.7 µM), without a hit: top-dose activity, negative = inhibition, hits mostly inhibitors; actives 0.39% (n = 280,000); AID 1468; also: nearly all actives have a fitted effect of over 55% in size
# Target sequence (P10636 561-689 P618L limits assumed): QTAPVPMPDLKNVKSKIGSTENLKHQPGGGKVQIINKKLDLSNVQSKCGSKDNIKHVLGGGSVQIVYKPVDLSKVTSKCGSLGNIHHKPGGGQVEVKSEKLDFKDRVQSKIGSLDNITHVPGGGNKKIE
#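 Read-out: fluorescence polarization of Alexa 594-labeled tau (0.24 uM), 555 nm excitation, 632 nm emission. Mixtures held 15 uM unlabeled K18 P301L, compound and 20 uM heparin, pH 7 acetate buffer, incubated 6 hr at 37 C.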
# Tau fluor counter: counter-screen for tau fibril formation inhibitors; Potency, µM (top dose mostly 57.7 µM), for the others: at the highest dose activity change, negative = decrease; tau K18 P301L Alexa594 fluorescence, heparin fibrillization; actives 0.93% (n = 280,000); also: nearly all actives have a fitted effect of over 55% in size
#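 Human tau K18 P301L (15 uM unlabeled, 0.24 uM Alexa 594-labeled) in 100 mM sodium acetate pH 7 with 20 uM heparin, 6 hr at 37 C. ThT 30 uM added, 1 hr ambient; Alexa 594 FP and total fluorescence read at 555/632 nm.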
# Tau ThT inhib: tau fibrillization inhibition (ThT binding). AID 1460. actives 2.1% (n = 270,000). recombinant tau K18 P301L (four-repeat tau fragment), heparin-induced fibrillization, ThT fluorescence. P10636. Potency, µM (series often up to 57.4 µM), without a hit: at the highest dose activity, negative = inhibition, most hits filed as inhibitors; also: nearly all actives have a fitted effect of over 55% in size
#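 Tau K18 P301L fragment (15 uM unlabeled plus 0.24 uM Alexa 594-labeled) in 100 mM sodium acetate pH 7 with compound, fibrillization induced by 20 uM heparin for 6 hr at 37 C. Thioflavin T (30 uM) added, fluorescence read after 1 hr (ex 450, em 510 nm).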
# * hit, by the source's call; ? = inconclusive. Calls follow the shape of the dose curve; as a rule, active = well fitted curve in the direction sought with a large enough effect; inconclusive = small, poorly fitted or top-dose-only effect, or another doubt; inactive = no such curve, though single readings can be large; an effect the other way counts as inactive or inconclusive. % is scaled to controls: 0 for no effect and ±100 for the full control effect; potency is read from the fitted curve at half-maximal effect. Not all compounds are listed, so the mix of outcomes need not match the whole.
[1] CCOC(=O)c1cc(C)n(CC2CCC(C(=O)Nc3ccc(OCC)cc3)CC2)c1C (stereo not drawn)
[2] CN(C(=O)CSc1nc2ccccc2n1CC(=O)NCc1ccc(F)cc1)c1ccc(F)cc1
[3] Cc1cc(C)c(S(=O)(=O)N2CCN(Cc3nc4ccc(C)cc4o3)CC2)c(C)c1
[4] CCOc1ccc(C(=O)Nc2ccc(-c3nc4cc(C)ccc4o3)cc2)cc1
[5] CCOc1ccc(NC(=O)CN(c2ccc(CC)cc2)S(=O)(=O)c2c(C)noc2C)cc1
[6] CCCCc1ccc(NC(=O)c2cc(-c3ccc(C)c(F)c3)on2)cc1
[7] COc1cccc2cc(-c3nc(-c4ccccc4F)no3)c(=O)oc12
[8] Cc1ccc(C2Nc3ccccc3-n3c(-c4ccccc4)c4c(=O)n(C)c(=O)n(C)c4c32)cc1 (stereo not drawn)

assay / compound | 1 | 2 | 3 | 4 | 5 | 6 | 7 | 8
Tau fibril FP | 16.8% | 0.0% | 9.2% | -7.8% | ? | 9.4% | 7.4% | 6.0%
Tau fluor counter | -3.8% | -12.2% | -6.3% | 7.3% | -18.4% | ? | -5.4% | -12.2%
Tau ThT inhib | -0.7% | -1.5% | -12.6% | ? | 6.7% | ? | -4.1% | 13.1%

[9] Cc1oc2ncn(C)c(=O)c2c1C(=O)NC(C)c1ccccc1 (stereo not drawn)
[10] COc1cccc(C(=O)c2cn(CC(=O)NCc3ccccc3Cl)c3nc(C)ccc3c2=O)c1
[11] CCc1cnc2c(c1SCC(=O)Nc1cc(Cl)ccc1OC)c(=O)n(C)c(=O)n2C
[12] COc1ccc(C2=NN(CC(=O)NCCc3ccccc3)C(=O)CC2)cc1
[13] CC1CN(C(=O)N2CCC(C(=O)N3CCN(c4ccccc4)CC3)CC2)c2cc(Cl)ccc2O1 (stereo not drawn)
[14] Cc1cc(Cl)ccc1OCCSc1nnc(-c2cccs2)o1
[15] CCN(c1ccccc1)c1nnc(NC(=O)Nc2ccc(Br)cc2)s1
[16] COc1ccc(C)cc1NC(=O)N1CCCn2nc(C)cc21

assay / compound | 9 | 10 | 11 | 12 | 13 | 14 | 15 | 16
Tau fibril FP | -14.2% | 8.0% | -5.5% | 4.4% | -10.8% | -1.9% | 7.7% | -7.5%
Tau fluor counter | -10.0% | -19.4% | -9.6% | -8.0% | -4.8% | -16.3% | -4.4% | -7.5%
Tau ThT inhib | -1.3% | -17.7% | -13.4% | -12.5% | ? | -14.2% | -6.0% | -6.4%

[17] Cc1cc(S(=O)(=O)C(CNC(=O)c2ccc(F)c(F)c2)c2cccs2)ccc1F (stereo not drawn)
[18] Cc1ccccc1-c1noc(-c2ccc(N3CCN(C)CC3)c([N+](=O)[O-])c2)n1
[19] COc1cccc(C(=O)Nc2nc(-c3nnn(-c4ccccc4C(F)(F)F)c3C)ns2)c1
[20] CC(=O)c1ccc(N2CCN(C(=O)c3cc4cc5cc(C)ccc5nc4s3)CC2)cc1
[21] CCc1ccc(NC(=O)CSc2nc3n[nH]c(C)c3c(=N)n2-c2ccc(C)cc2)cc1
[22] CCc1ccccc1NC(=O)CN1C(=O)c2cccnc2Sc2ccccc21
[23] CN(c1ccccc1)S(=O)(=O)c1nnc(NC(=O)C2CCCCC2)s1
[24] Cc1ccc(-n2ncc(C(=O)N3CCN(Cc4ccccc4)CC3)c2C2CCN(C(=O)OC(C)(C)C)CC2)c(C)c1

assay / compound | 17 | 18 | 19 | 20 | 21 | 22 | 23 | 24
Tau fibril FP | -7.0% | 1.1% | ? | 0.4% | -1.7% | -1.4% | ? | -1.1%
Tau fluor counter | -17.0% | -13.5% | ? | -0.1% | -12.1% | -4.4% | ? | 6.0%
Tau ThT inhib | 2.3% | 0.1% | -1.1% | -0.7% | 2.5% | -14.8% | 2.51µM* | -5.6%

[25] CCCCOc1cccc(C(=O)N(Cc2ccc(C)o2)c2ccccn2)c1
[26] O=c1ccc2cc(S(=O)(=O)N3CCCC3)ccc2[nH]1
[27] Cc1ccc(-c2cn3c(n2)sc2cc(C(=O)N4CCCCC4)ccc23)cc1
[28] Cc1ccc(CNS(=O)(=O)c2cnc(N)nc2)cc1
[29] CC(=O)N1CCc2cc(CNC(=O)Nc3ccc(Br)c(C)c3)ccc21
[30] Cc1cc(-n2ccnc(NCCc3ccc(S(N)(=O)=O)cc3)c2=O)ccc1Br
[31] CCOC(=O)CCCCN(Cc1ccccc1F)S(=O)(=O)c1ccc(F)c(C(=O)Nc2cc(Cl)cc(Cl)c2)c1
[32] CCS(=O)(=O)N1CCc2cc(C(=O)Nc3ccc(Br)cc3F)ccc21

assay / compound | 25 | 26 | 27 | 28 | 29 | 30 | 31 | 32
Tau fibril FP | -0.1% | 7.0% | 4.9% | 1.2% | ? | 10.1% | -14.0% | 8.1%
Tau fluor counter | -11.4% | 4.4% | 3.2% | -10.1% | -12.1% | -17.9% | -22.6% | -23.6%
Tau ThT inhib | -11.5% | -0.9% | -8.5% | -5.7% | -10.1% | -10.7% | 1.3% | ?

# 6 of these compounds, reformatted:
nr | Structure | Tau fibril FP | Tau fluor counter | Tau ThT inhib
26 | O=c1ccc2cc(S(=O)(=O)N3CCCC3)ccc2[nH]1 | 7.0% | 4.4% | -0.9%
28 | Cc1ccc(CNS(=O)(=O)c2cnc(N)nc2)cc1 | 1.2% | -10.1% | -5.7%
30 | Cc1cc(-n2ccnc(NCCc3ccc(S(N)(=O)=O)cc3)c2=O)ccc1Br | 10.1% | -17.9% | -10.7%
32 | CCS(=O)(=O)N1CCc2cc(C(=O)Nc3ccc(Br)cc3F)ccc21 | 8.1% | -23.6% | ?
25 | CCCCOc1cccc(C(=O)N(Cc2ccc(C)o2)c2ccccn2)c1 | -0.1% | -11.4% | -11.5%
29 | CC(=O)N1CCc2cc(CNC(=O)Nc3ccc(Br)c(C)c3)ccc21 | ? | -12.1% | -10.1%

# The listing continues:
[33] CCOc1ccccc1NC(=O)Cn1c(=O)n(Cc2ccccc2)c(=O)c2c1c1cc(C)ccc1n2C
[34] Cc1ccc(NC(=O)Cn2c(=O)n(Cc3nc(C)no3)c(=O)c3cc4c(cc32)OCO4)c(C)c1
[35] Cc1ccc(C)c(N2CCN(C(=O)C3CCN(c4nc(-c5ccc(C(C)C)cc5)no4)CC3)CC2)c1
[36] Cc1ccc(CNC(=O)c2c(-c3ccccc3Cl)noc2C)o1
[37] Cc1cc(OC(C)C(=O)N2CCC(c3nc4ccccc4o3)CC2)ccc1Cl (stereo not drawn)
[38] CCc1cccc(-n2nnc(-c3nsc(NC(=O)c4cccc(OC)c4)n3)c2C)c1
[39] Cc1ccc(N2CCN(C(=O)c3c(C)oc4nc(C)nc(N5CCCC5)c34)CC2)c(C)c1
[40] O=C(Cn1cnc2c(nc3n2CCCCC3)c1=O)Nc1ccc(F)c(Cl)c1

assay / compound | 33 | 34 | 35 | 36 | 37 | 38 | 39 | 40
Tau fibril FP | -2.2% | -13.5% | 9.4% | -6.1% | 5.8% | -5.3% | -1.9% | -3.8%
Tau fluor counter | -1.1% | -8.0% | -3.2% | -1.7% | 0.4% | -11.4% | -5.3% | -0.4%
Tau ThT inhib | 8.8% | 7.5% | ? | -2.7% | -9.5% | -7.3% | -2.6% | 0.5%

[41] O=C(NCc1nc2cccnc2n1Cc1ccc(F)cc1)c1ccccc1C(F)(F)F
[42] COc1ccc(C(=O)NCC(c2ccc3c(c2)OCO3)N2CCN(c3ccc(F)cc3)CC2)cc1 (stereo not drawn)
[43] COc1ccccc1CNC(=O)c1oc2c(c1C)-c1nn(Cc3ccc(Cl)cc3)cc1CC2
[44] COc1cc(CNC(=O)c2ccc3nc(Cc4ccccc4)oc3c2)cc(OC)c1OC
[45] COc1cccc(N2CCN(C(=O)c3ccc(C)c(NC(=O)c4nsc5ccccc45)c3)CC2)c1
[46] CN(C(=O)CSc1nnc(-c2ccc([N+](=O)[O-])cc2)o1)C1CCCCC1
[47] Cc1ccc(S(=O)(=O)N2CCCc3cc(NC(=O)c4ccc(Cl)cc4)ccc32)cc1
[48] CCc1ccc(NC(=O)CC2C(=O)N(c3ccc(OC)cc3)C(=O)N2Cc2ccc(OC)cc2)cc1 (stereo not drawn)

assay / compound | 41 | 42 | 43 | 44 | 45 | 46 | 47 | 48
Tau fibril FP | -5.7% | 13.7% | -4.8% | 8.1% | 5.3% | -13.6% | ? | -4.9%
Tau fluor counter | -3.5% | ? | ? | -11.7% | -24.7% | -10.5% | ? | -20.7%
Tau ThT inhib | 6.0% | ? | -5.1% | -14.9% | -17.5% | -5.2% | 6.3% | -12.1%

[49] CC(C)CCNC(=O)c1c[nH]c2ccc(S(=O)(=O)Nc3cccc(C(F)(F)F)c3)cc2c1=O
[50] CCOC(=O)c1c(C)[nH]c(C)c1S(=O)(=O)N(C)CC(=O)Nc1cccc(C(F)(F)F)c1
[51] Cc1ccccc1CNC(=O)c1ccc(NC(=O)c2nsc3ccccc23)cc1
[52] CCOC(=O)c1cccc(NC(=O)C2CCN(c3nnc(C)c4c(C)n(-c5ccccc5)nc34)CC2)c1
[53] CCCCNC(=O)C1CCN(S(=O)(=O)CCC)CC1
[54] CC(=O)c1ccc(NC(=O)c2ccc3c(c2)nnn3C2CCCC2)cc1
[55] COc1ccccc1CNC(=O)C(=O)NCC(c1ccco1)S(=O)(=O)c1cccs1 (stereo not drawn)
[56] CCOc1ccccc1NC(=O)c1sc2nc3n(c(=O)c2c1C)CCCCC3

assay / compound | 49 | 50 | 51 | 52 | 53 | 54 | 55 | 56
Tau fibril FP | 14.1µM* | -8.7% | ? | 3.0% | -1.3% | -7.7% | -6.3% | 5.1%
Tau fluor counter | ? | -13.7% | ? | -19.6% | 4.7% | -0.8% | -14.8% | 0.8%
Tau ThT inhib | 6.3% | 0.2% | 1.6% | ? | 10.0% | -6.9% | -12.1% | 1.3%

[57] Cc1cc(C)c(NC(=O)CSc2ccc(-c3sc(-c4ccccc4)nc3C)nn2)c(C)c1
[58] COc1ccc(OCC(=O)NCC(c2ccc(Cl)cc2)N2CCCCC2)cc1 (stereo not drawn)
[59] Cc1ccc(NC(=O)Nc2nnc(SCC(=O)N3CCC(C)CC3)s2)cc1
[60] COc1ccc(OC)c(CNC(=O)Cc2ccc(NC(=O)N3CCSc4ncccc43)cc2)c1
[61] CC1CCN(S(=O)(=O)c2ccc3[nH]ccc3c2)CC1
[62] CCCCN(CC)C(=O)c1cc2c(=O)n3cccc(C)c3nc2n1C
[63] CCOc1ccc(CCNC(=O)c2cn(-c3ccc(OC)cc3)c(=O)c3ccccc23)cc1OCC
[64] CCOC(=O)C1CCN(C(=O)c2ccc(NC(=O)c3nsc4ccccc34)cc2)CC1

assay / compound | 57 | 58 | 59 | 60 | 61 | 62 | 63 | 64
Tau fibril FP | -3.7% | 7.3% | ? | -13.9% | 2.3% | 4.0% | -0.7% | 0.8%
Tau fluor counter | -7.2% | -7.3% | ? | -1.6% | -10.8% | -7.4% | 5.5% | -12.2%
Tau ThT inhib | -7.6% | 2.0% | -11.3% | 3.5% | 2.3% | -13.4% | -2.1% | -12.5%

[65] CC(C)CCNC(=O)Cn1cc(S(=O)(=O)Cc2ccc(F)cc2)c2ccccc21
[66] O=C(NCCCN1CCN(c2ccccc2F)CC1)c1ccc2nc(Cc3ccccc3)oc2c1
[67] CCN(c1ccc(OC)cc1)S(=O)(=O)c1nnc(NC(=O)c2ccccc2C)s1
[68] CCc1ccccc1NC(=O)c1sc(-n2nc(C)c(Cc3ccccc3)c2C)nc1C
[69] O=C(NCc1cccc(F)c1)C1=Cc2cc(Br)ccc2OC1
[70] Cc1cc(C)c(NC(=O)C(=O)NCCc2csc(-c3ccc(F)cc3)n2)c(C)c1
[71] CCn1cc(S(=O)(=O)c2ccccc2)c(=O)c2cc(F)c(N3CCCCCC3)cc21
[72] CCc1ccc(CN(Cc2ccco2)C(=O)c2cc(-c3ccc(Cl)cc3)on2)cc1
[73] CC1CCN(C(=O)c2cnn(-c3ccc(Cl)cc3)c2C2CCN(C(=O)OC(C)(C)C)CC2)CC1
[74] CCOC(=O)c1c(C)oc2nc(C)nc(NCCc3ccc(C)cc3)c12

assay / compound | 65 | 66 | 67 | 68 | 69 | 70 | 71 | 72 | 73 | 74
Tau fibril FP | 3.8% | 3.4% | -3.1% | 2.1% | -13.6% | 1.4% | -1.6% | 3.0% | -5.6% | -1.8%
Tau fluor counter | -28.9% | -14.4% | -4.0% | -5.4% | -29.4% | -1.3% | -4.4% | -9.6% | 0.2% | -7.2%
Tau ThT inhib | -12.1% | -12.6% | -4.1% | -2.9% | -6.9% | -5.4% | -8.3% | 0.9% | -1.2% | -11.2%
